NALP1 yeast inh: NALP1 inhibition | inhibition, % at 10 µM | 280,000 tested, 0.61% active | S. cerevisiae NALP1/ASC/caspase-1 growth, X-gal OD620, 72 h | AID 2071; in the data active means inhibition mostly above about 24%, no sharp cut-off; inactive means mostly below about 32%; further: some compounds called inactive have numbers as strong as hits
PHOSPHO1 inh: blocks human PHOSPHO1 phosphatase activity; recombinant PHOSPHO1, absorbance phosphatase assay; inhibition, % at 13.3 µM; 290,000 tested, 1.1% active; in the data active means inhibition above about 60%
MEKK3 PB1 HTS: modulators (inhibitors or enhancers) of MEK5 binding to human MEKK3 PB1 domain. bead-based flow cytometry, Alexa488-MEK5 binding to MEKK3; actives lie on both sides; 0 = blocked by unlabeled MEK5, 100 = vehicle. 290,000 tested, 1.4% active. binding response (% of control), % at 10 µM. Q99759;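 active means binding response more than 3 SD above or below the average of its plate-row segment, actives on both sides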;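 further: Alexa488 bead fluorescence after subtracting the streptavidin-only scavenger bead signal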
Target sequence (Q99759 whole entry, looked up, the tested form may be a part): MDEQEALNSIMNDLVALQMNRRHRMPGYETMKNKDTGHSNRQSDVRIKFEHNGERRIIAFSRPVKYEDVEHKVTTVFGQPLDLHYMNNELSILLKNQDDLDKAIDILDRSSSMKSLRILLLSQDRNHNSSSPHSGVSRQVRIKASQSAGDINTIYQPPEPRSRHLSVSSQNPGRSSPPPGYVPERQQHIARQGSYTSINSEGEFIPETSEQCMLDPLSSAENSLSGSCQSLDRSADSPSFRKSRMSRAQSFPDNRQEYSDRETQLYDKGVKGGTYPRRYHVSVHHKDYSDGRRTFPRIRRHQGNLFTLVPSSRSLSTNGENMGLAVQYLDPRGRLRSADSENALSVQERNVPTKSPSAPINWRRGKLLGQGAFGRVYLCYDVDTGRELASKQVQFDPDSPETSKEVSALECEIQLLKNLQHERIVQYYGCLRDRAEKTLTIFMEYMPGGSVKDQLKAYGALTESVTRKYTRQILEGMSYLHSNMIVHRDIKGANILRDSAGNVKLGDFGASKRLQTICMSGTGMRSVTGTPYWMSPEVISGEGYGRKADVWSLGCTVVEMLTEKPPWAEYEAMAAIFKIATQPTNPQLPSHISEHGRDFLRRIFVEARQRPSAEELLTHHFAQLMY
FID counter: displaces DNA intercalator in HCV helicase counter-screen; inhibition, % at 7.9 µM; DNA fluorescent intercalator displacement, fluorescence; AID 1845; 290,000 tested, 0.17% active; in the data active means inhibition above about 37%;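 further: 0% = vehicle and 100% = reference compound; higher means more ethidium bromide displaced from hairpin DNA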
GPR7 antagonist: antagonists of human GPR7 (neuropeptides B/W receptor 1); P48145; GPR7-expressing cells, fluorescence antagonist assay; inhibition, % at 4.4 µM; 290,000 tested, 1.1% active; AID 1861; in the data active means inhibition above about 16%, passing the limit was not always enough;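 further: cells stimulated with the agonist NPW; 0% = agonist with vehicle and 100% = vehicle without agonist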
MEKK2mut PB1 HTS: signal of MEK5 binding to mutant human MEKK2 PB1 domain. bead flow cytometry, Alexa488-MEK5 binding to MEKK2 mutant. percent response, % at 10 µM. 290,000 tested, 0.35% active. AID 1530; in the data active means percent response above about 24%, passing the limit was not always enough; further: inactives centre near 1; some results filed as inactive read as strong as hits; reference of the scale not given here
PfM18AAP inh: PfM18AAP enzyme inhibition. recombinant PfM18AAP, H-Glu-NHMec fluorogenic cleavage. inhibition, % at 7.35 µM. 290,000 tested, 1.2% active. AID 1822;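 active means inhibition above the campaign mean inhibition over all tested compounds plus 3 SD, cut at about 28% in these data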;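 further: 0% = plate median of test compound wells and 100% = 2 mM ZnCl2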
MEKK2 WT-MEK5: raises or lowers MEK5 binding to wildtype human MEKK2 PB1 domain; bead flow cytometry, Alexa488-MEK5 binding to MEKK2 WT; actives lie on both sides; AID 1531; 290,000 tested, 1.1% active; binding response (% of control), % at 10 µM; Q9Y2U5; in the data active means binding response below about 67% or above about 130%
OXTR ag: agonists of human oxytocin receptor. P30559. CHO-OTR cells, Fluo-8 calcium fluorescence; normalized: DMSO 0%, oxytocin 100%. activation, % at 3 µM. 320,000 tested, 0.32% active. AID 2435;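 active means activation above the mean of all tested compounds plus 3 SD, cutoff set per screening run, cut at about 20% in these data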;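 further: peak over basal fluorescence ratio from a 100 s FLIPR kinetic read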
Target sequence (P30559 whole entry, looked up): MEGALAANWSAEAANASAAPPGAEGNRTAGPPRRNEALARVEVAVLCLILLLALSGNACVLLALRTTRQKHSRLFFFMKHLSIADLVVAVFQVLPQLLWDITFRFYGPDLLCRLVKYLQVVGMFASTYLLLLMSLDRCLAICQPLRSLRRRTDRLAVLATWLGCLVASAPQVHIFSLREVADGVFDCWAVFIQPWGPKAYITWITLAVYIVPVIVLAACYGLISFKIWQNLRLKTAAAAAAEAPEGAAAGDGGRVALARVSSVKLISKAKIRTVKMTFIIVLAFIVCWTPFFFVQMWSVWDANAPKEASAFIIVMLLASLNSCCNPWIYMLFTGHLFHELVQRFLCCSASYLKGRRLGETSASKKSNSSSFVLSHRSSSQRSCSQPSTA
Numbers without * were called inactive; · = not tested or not shown.

item | canonical_smiles | NALP1 yeast inh | PHOSPHO1 inh | MEKK3 PB1 HTS | FID counter | GPR7 antagonist
1 | CN1CCN(C(=O)c2cc(=O)c3cc(Cl)ccc3o2)CC1 | 8 | 37 | 100 | -3 | -9
2 | O=C(NCCc1ccc(Cl)cc1)c1cccc(N2CCCC2=O)c1 | -2 | 15 | 102 | -24 | 5
3 | CC(=O)Nc1ccc(NC(=O)C(C)OC(=O)CCc2nc3ccccc3s2)cc1 (configuration not stated) | -13 | -2 | 105 | -21 | -3
4 | Cc1ccc(NC(=O)CSc2nnc(-c3ccc(S(=O)(=O)N4CCCC4)cc3)o2)cc1C | 43 | -21 | 100 | -2 | -15
5 | CCC(Sc1nc2ccc(C)cc2[nH]1)C(=O)O (configuration not stated) | -7 | 20 | 103 | 1 | -2
6 | O=C(O)CCC(=O)c1ccc2c(c1)CCCC2 | -10 | 25 | 97 | -6 | -11
7 | Cc1ccc(CN2C(=O)CSC2c2cccnc2)cc1 (configuration not stated) | 0 | 39 | 102 | -8 | -8
8 | FC(F)(F)c1ccc(C2NCCc3sccc32)cc1 (configuration not stated) | 10 | 8 | 102 | 5 | 0
9 | CCSc1nc2c(sc3ccccc32)c(=O)n1C(C)C | 23 | 15 | 100 | -3 | 0
10 | O=C(NCc1cc(F)cc(C(F)(F)F)c1)C1CCC(=O)N(C2CCCC2)C1 (configuration not stated) | 9 | -10 | 96 | -31 | -15

item | MEKK2mut PB1 HTS | PfM18AAP inh | MEKK2 WT-MEK5 | OXTR ag
1 | 0 | -1 | 99 | 0.1
2 | 0 | -7 | 102 | 0.9
3 | -3 | -1 | 103 | 1.3
4 | -3 | 2 | 96 | 1.4
5 | 6 | -6 | 103 | 0.5
6 | -6 | -7 | 99 | 1.3
7 | 5 | -1 | 107 | -2.0
8 | -4 | -7 | 98 | 1.1
9 | -1 | 4 | 96 | -0.9
10 | -1 | -3 | 93 | 0.4

Further records follow.
item | canonical_smiles | NALP1 yeast inh | PHOSPHO1 inh | MEKK3 PB1 HTS | FID counter | GPR7 antagonist
11 | CC(C(=O)N1CCCc2ccccc21)N1CCN(S(=O)(=O)c2ccccc2F)CC1 (configuration not stated) | 16 | 7 | 104 | -31 | -8
12 | N#Cc1c(SCC(=O)Nc2nncs2)sc2c(O)cc(=O)[nH]c12 | 4 | -132 | 98 | -18 | -3
13 | CCC(CC)NC(=O)c1ccc2nc[nH]c2c1 | -7 | -5 | 104 | -3 | 2
14 | O=C(Nc1ccccc1-c1nnc(SCc2ccc(Cl)cc2)o1)c1ccccc1 | 21 | 10 | 88 | -2 | -18
15 | C=CCOC(=O)C1=C(C)NC(=O)NC1/C=C/c1ccccc1OC (configuration not stated) | 26 | -5 | 105 | -17 | -6
16 | CC(C)NC(=O)NC(=O)CSc1nnc(-c2c[nH]c3ccccc23)o1 | 2 | 18 | 105 | -30 | -3
17 | C=CCn1c(-c2cc3c(s2)CCC(CC)C3)n[nH]c1=S (configuration not stated) | -1 | -36 | 95 | -25 | -6
18 | COC(=O)c1ccccc1NC(=O)c1ccc(COc2ccc3c(c2)CCC3)cc1 | 8 | -4 | 90 | 0 | 9
19 | C=C(C)Cn1c(SCC(=O)N/N=C/c2cccc(O)c2)nc2ccccc2c1=O | 25 | 13 | 94 | -19 | -7
20 | NC(=O)CSc1cn(Cc2ccc(F)cc2)c2ccccc12 | 22 | 48 | 108 | -6 | -3

item | MEKK2mut PB1 HTS | PfM18AAP inh | MEKK2 WT-MEK5 | OXTR ag
11 | 5 | 5 | 105 | -0.8
12 | 5 | 53* | 96 | 0.2
13 | -9 | 0 | 107 | 0.9
14 | -21 | -1 | 85 | -0.1
15 | 0 | 3 | 102 | 0.3
16 | 10 | 1 | 107 | 2.0
17 | -10 | 0 | 89 | -1.6
18 | 0 | -6 | 108 | -0.3
19 | 3 | 0 | 86 | 2.1
20 | 2 | -4 | 106 | -0.8

(further entries)
item | canonical_smiles | NALP1 yeast inh | PHOSPHO1 inh | MEKK3 PB1 HTS | FID counter | GPR7 antagonist
21 | C=CCc1cccc(/C=N/NC(=O)c2ccccc2OC)c1O | 12 | -15 | 99 | -8 | 19*
22 | CS(=O)(=O)N(CC(=O)NC1CC2CCC1C2)c1ccc(Oc2ccccc2)cc1 (configuration not stated) | 0 | -6 | 93 | -26 | -1
23 | Cc1cnc(C)c(N2CCN(C(=O)C3CCC(=O)N(CCc4cccc(F)c4)C3)CC2)n1 (configuration not stated) | 11 | 3 | 101 | -39 | -1
24 | Cc1cc(C(=O)N/N=C/c2cccc(OC(=O)c3cccc(Br)c3)c2)n[nH]1 | 1 | 26 | 98 | -25 | -1
25 | O=[N+]([O-])c1cc(C(F)(F)F)ccc1N1CCN(S(=O)(=O)c2ccc3ccccc3c2)CC1 | -6 | 4 | 98 | -5 | -11
26 | COc1ccc(Br)cc1/C=C1\Oc2ccccc2NC1=O | 10 | 44 | 104 | -2 | 8
27 | Cc1ccc(S(=O)(=O)CC(O)COc2ccc(F)cc2Cl)cc1 (configuration not stated) | 12 | 29 | 97 | -16 | -13
28 | Cc1cccc(S(=O)(=O)Nc2nc3ccccc3nc2Nc2ccc3c(c2)OCO3)c1 | 20 | -24 | 95 | -6 | 0
29 | Cc1ccc(NC(=O)C2CCN(S(=O)(=O)c3c(C)nn(C)c3C)CC2)c(Cl)c1 | 3 | -4 | 99 | -41 | -12
30 | CC1CCCC(C)N1C(=O)CSc1nc(N)cc(N)n1 (configuration not stated) | 4 | 26 | 103 | -4 | -4

item | MEKK2mut PB1 HTS | PfM18AAP inh | MEKK2 WT-MEK5 | OXTR ag
21 | -3 | 30* | 100 | -2.1
22 | -5 | 1 | 89 | 0.9
23 | 7 | -9 | 104 | 0.8
24 | 0 | 2 | 102 | ·
25 | -4 | -4 | 98 | 0.8
26 | 8 | -6 | 107 | 0.0
27 | -2 | -10 | 98 | -0.3
28 | -3 | 0 | 91 | 0.5
29 | 0 | 0 | 99 | 1.4
30 | 0 | -9 | 102 | 0.6

Later entries
item | canonical_smiles | NALP1 yeast inh | PHOSPHO1 inh | MEKK3 PB1 HTS | FID counter | GPR7 antagonist
31 | COC(=O)C1=C(C)N(CCc2ccccc2)C(=O)C1(NS(=O)(=O)c1ccc(NC(C)=O)cc1)C(F)(F)F (configuration not stated) | 42 | 16 | 93 | -25 | 0
32 | CC1CC(C)(C)N(C(=O)NC2CCCCC2)c2ccccc21 (configuration not stated) | 6 | -16 | 92 | -1 | -6
33 | CC1(C)Cc2ccccc2-c2nc(CN3CCOCC3)[nH]c(=O)c21 | 0 | 17 | 83 | -21 | 3
34 | COc1ccc(NC(=O)CCN2C(=O)c3ccccc3S2(=O)=O)c(OC)c1 | 5 | 1 | 98 | -12 | -1
35 | COc1ccc2nc(C(F)(F)C(F)(F)F)c(C#N)c(N)c2c1 | 1 | 9 | 101 | 7 | -13
36 | COc1ccc(N2C(=O)c3ccccc3NC2c2ccc(OC)c(COc3ccccn3)c2)cc1 (configuration not stated) | 11 | 14 | 101 | -17 | -4
37 | COc1ccc(N/C=C2\C(=O)CCc3c2oc2cc(Cl)c(O)c(Cl)c32)cc1 | 11 | 21 | 90 | 7 | -22
38 | COc1ccc(/C(C)=N/NS(=O)(=O)c2ccccc2)c(OC)c1 | 5 | 8 | 94 | 1 | -8
39 | Cc1ccc(NC(=O)CC(C)N2CCCC2)cc1 (configuration not stated) | 6 | 11 | 102 | 1 | -13
40 | COc1cccc(OCCNC(=O)CSc2ccc(C(F)(F)F)cc2[N+](=O)[O-])c1 | 33 | 3 | 95 | -7 | -5

item | MEKK2mut PB1 HTS | PfM18AAP inh | MEKK2 WT-MEK5 | OXTR ag
31 | 0 | 3 | 97 | 2.0
32 | 0 | -6 | 100 | 0.3
33 | -7 | 11 | 82 | 0.3
34 | -10 | 4 | 95 | 0.0
35 | 1 | -11 | 103 | 4.3
36 | 0 | 0 | 99 | -1.2
37 | -9 | 23 | 89 | -0.9
38 | -10 | -2 | 86 | -1.7
39 | 6 | 4 | 108 | 0.2
40 | 1 | -4 | 98 | -1.7

Following part:
item | canonical_smiles | NALP1 yeast inh | PHOSPHO1 inh | MEKK3 PB1 HTS | FID counter | GPR7 antagonist
41 | O=C(Cc1ccccc1)NCC(=O)OCc1ccc([N+](=O)[O-])cc1 | 27 | -6 | 96 | -10 | -5
42 | Cc1ccc(C(=O)N/C(=C\c2ccc(Cl)cc2)C(=O)NCC2CCCO2)cc1 (configuration not stated) | 4 | 2 | 98 | -19 | 0
43 | CC(NC(=O)CSc1nc(=O)cc(N)n1-c1ccccc1)c1ccccc1 (configuration not stated) | 24 | -10 | 113 | -6 | -16
44 | COc1ccccc1-c1cc2nc(C)c(CCC(=O)NCc3ccc(F)cc3)c(C)n2n1 | · | 37 | 66 | -32 | -6
45 | COc1ccc(CCN2C(=O)CSC2c2cccc([N+](=O)[O-])c2)cc1OC (configuration not stated) | 18 | · | 100 | -14 | -14
46 | c1ccc(CNc2ccccn2)cc1 | 17 | 24 | 104 | 0 | -17
47 | CCN=C1NN=C(c2c[nH]c3ccccc23)CS1 | 16 | 32 | 98 | -3 | -7
48 | CS(=O)(=O)Nc1ccc2c(c1)C(=O)OC2 | -4 | -11 | 91 | 3 | -3
49 | CC1(C)CC(=O)C(c2c[nH]c3ccccc23)C(=O)C1 | 18 | -15 | 98 | 0 | -7
50 | CCCCn1c(CCC(=O)O)nc2cc(S(=O)(=O)N(CC)CC)ccc21 | -15 | -14 | 94 | -41 | -9

item | MEKK2mut PB1 HTS | PfM18AAP inh | MEKK2 WT-MEK5 | OXTR ag
41 | 1 | 14 | 96 | -0.6
42 | 1 | -2 | 97 | -0.1
43 | 6 | -4 | 110 | -1.0
44 | -14 | 6 | 66 | -2.3
45 | 4 | 0 | 108 | -0.2
46 | 10 | -1 | 107 | 0.4
47 | 3 | 1 | 107 | -0.2
48 | -5 | 7 | 94 | 0.4
49 | -7 | 6 | 83 | 0.4
50 | 0 | 4 | 89 | 0.3

Values in list order from the entries so far.
Compounds 38–42 in PfM18AAP inh, in turn: -2, 4, -4, 14, -2
Compounds 38–42 in PHOSPHO1 inh, in turn: 8, 11, 3, -6, 2
Compounds 38–42 in MEKK3 PB1 HTS, in turn: 94, 102, 95, 96, 98

More entries.
item | canonical_smiles | NALP1 yeast inh | PHOSPHO1 inh | MEKK3 PB1 HTS | FID counter | GPR7 antagonist
51 | COc1ccc(N2CC(C(=O)N[C@@H](CC(C)C)C(=O)NC3CCCCC3)CC2=O)cc1 (some centres not stated) | -10 | 28 | 99 | -46 | -9
52 | O=C(Cn1nnc(-c2ccc3c(c2)OCO3)n1)NCc1ccccc1 | 15 | 45 | 101 | 0 | -10
53 | COc1ccc(-n2c(Cc3cccn3C)nnc2SCC(=O)Nc2ccc(C)cc2C)cc1 | 5 | 5 | 102 | -30 | -2
54 | Cc1cc(C(=O)CC#N)c(C)n1CC(F)(F)F | 9 | -2 | 106 | -14 | 0
55 | Cn1cccc1/C=N/NC(=O)CSc1nc2ccccc2n1C | 11 | 15 | 104 | -21 | -2
56 | CC(C)CC(=O)N1CCN(Cc2ccc3ccccc3c2)CC1 | 19 | -29 | 104 | -19 | -6
57 | COc1ccc(-c2noc(-c3cc4ccccc4oc3=O)n2)cc1 | 4 | 15 | · | 4 | -5
58 | CCc1nnc(NC(=O)CSc2nnc(-c3ccco3)n2CCOC)s1 | -5 | -3 | 98 | -12 | -5
59 | CC(C)C(NC(=O)c1ccco1)C(=O)NCC(c1ccco1)N(C)C (configuration not stated) | 10 | 2 | 98 | -3 | -6

item | MEKK2mut PB1 HTS | PfM18AAP inh | MEKK2 WT-MEK5 | OXTR ag
51 | 1 | 0 | 100 | -2.4
52 | -1 | 0 | 98 | -0.1
53 | 5 | 7 | 105 | -1.9
54 | 4 | 11 | 103 | 0.2
55 | 2 | 5 | 106 | -2.5
56 | 2 | -7 | 106 | 1.2
57 | · | -2 | · | 1.9
58 | -1 | -1 | 97 | 0.0
59 | 0 | -2 | 96 | -0.5

Screens as filed in PubChem.
